GLD-1 RNA inh – GLD-1/TGE RNA complex disruptors, primary screen, biochemical, fluorescence polarization. Female germline-specific tumor suppressor gld-1 (Caenorhabditis elegans), Q17339. purified GLD-1 + fluorescein TGE RNA. inhibition, % at 5.96 µM. actives 0.44% (n = 320,000);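 active = percent inhibition above a per-plate cutoff, the plate mean of test compounds plus 3 SD, cut at about 30% in these data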;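 also: 0% = DMSO wells with GLD-1 and probe and 100% = wells lacking GLD-1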
PAFAH1B2 FP inh – PAFAH1B2 enzyme inhibitors, primary screen, biochemical, fluorescence polarization, human; Platelet-activating factor acetylhydrolase IB subunit alpha2 (Homo sapiens), P68402; actives 1.2% (n = 340,000); AID 492953, 2010; recombinant PAFAH1B2, FP-rhodamine activity probe; inhibition, % at 3.39 µM;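 active = inhibition above the mean of all tested compounds plus 3 SD, cut at about 24% in these data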;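 also: 0% = enzyme with DMSO and 100% = wells lacking PAFAH1B2; many of its hits are not listed in these tables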
Target sequence (P68402 whole entry, looked up): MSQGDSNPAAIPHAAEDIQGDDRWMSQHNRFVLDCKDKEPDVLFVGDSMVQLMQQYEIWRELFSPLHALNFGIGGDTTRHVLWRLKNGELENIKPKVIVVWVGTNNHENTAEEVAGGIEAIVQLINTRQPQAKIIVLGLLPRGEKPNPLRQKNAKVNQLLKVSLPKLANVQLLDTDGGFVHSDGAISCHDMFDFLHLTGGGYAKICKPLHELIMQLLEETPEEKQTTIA
Fam108B inh – mouse Fam108B serine hydrolase inhibitors, primary screen, counter-screen for RBBP9 inhibitor project, biochemical, fluorescence polarization. AID 1947, 2009. actives 0.33% (n = 300,000). inhibition, % at 9.51 µM. recombinant Fam108B, FP-Rh probe fluorescence polarization;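 active = inhibition above the screen mean inhibition plus 3 SD, computed separately per campaign, cut at about 18% in these data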;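 also: inhibitors lower polarization as less probe binds the enzyme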
pPAFAH inh – pPAFAH enzyme inhibitors, primary screen, biochemical, fluorescence polarization, human; Platelet-activating factor acetylhydrolase (Homo sapiens), Q13093; recombinant pPAFAH, FP-rhodamine probe fluorescence polarization; inhibition, % at 3.39 µM; actives 1.5% (n = 330,000);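 active = inhibition above the mean inhibition across the screen plus 3 SD, cut at about 25% in these data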;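 also: inhibitors block binding of the rhodamine activity-based probe so polarization drops; 0% = enzyme with DMSO and 100% = wells lacking pPAFAH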
Target sequence (Q13093 whole entry, looked up): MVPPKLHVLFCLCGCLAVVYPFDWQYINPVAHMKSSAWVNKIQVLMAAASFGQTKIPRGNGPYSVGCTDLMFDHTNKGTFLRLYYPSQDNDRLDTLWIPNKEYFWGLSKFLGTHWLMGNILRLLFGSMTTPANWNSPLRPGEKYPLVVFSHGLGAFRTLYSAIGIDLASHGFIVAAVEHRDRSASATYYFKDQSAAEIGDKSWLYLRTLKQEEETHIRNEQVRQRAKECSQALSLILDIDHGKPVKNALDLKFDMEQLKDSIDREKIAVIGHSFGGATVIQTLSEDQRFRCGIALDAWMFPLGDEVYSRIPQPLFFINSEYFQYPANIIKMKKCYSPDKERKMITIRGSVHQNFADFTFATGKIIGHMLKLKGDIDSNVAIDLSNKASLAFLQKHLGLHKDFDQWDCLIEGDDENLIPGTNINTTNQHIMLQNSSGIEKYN
BCLXL inh – inhibitors of human Bcl-xL, primary screen, biochemical, fluorescence polarization, HTS; Bcl-2-like protein 1 (Homo sapiens), Q07817; GST-Bcl-xL / FITC-Bim BH3 peptide fluorescence polarization; inhibition, % at 10.9 µM; actives 0.7% (n = 320,000); AID 2129, 2009;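 active = inhibition above the mean of all tested compounds plus 3 SD, cutoff set per campaign, cut at about 30% in these data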;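 also: 0% = DMSO wells and 100% = unlabeled Bim-BH3 peptide competitor; inhibitors lower millipolarization by displacing the labeled peptide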
Target sequence (Q07817 whole entry, looked up): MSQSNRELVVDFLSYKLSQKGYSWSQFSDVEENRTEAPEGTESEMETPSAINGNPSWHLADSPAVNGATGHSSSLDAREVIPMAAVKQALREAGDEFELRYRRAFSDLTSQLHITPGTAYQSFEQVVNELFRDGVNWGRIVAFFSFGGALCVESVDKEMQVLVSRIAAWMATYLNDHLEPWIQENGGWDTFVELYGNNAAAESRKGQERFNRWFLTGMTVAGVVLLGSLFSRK
PME-1 inh – PME-1 inhibitors via competitive probe labeling, primary screen, biochemical, fluorescence polarization, FP-Rh probe, HTS; Protein phosphatase methylesterase 1 (Homo sapiens), Q9Y570; recombinant PME-1; inhibition, % at 5.9 µM; actives 0.53% (n = 320,000); AID 2130, 2009;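 active = inhibition above the campaign mean of all compounds plus 3 SD, cut at about 26% in these data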;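 also: competitive labeling of PME-1 active site by serine hydrolase directed probe; 0% = PME-1 with DMSO and 100% = wells lacking PME-1 enzyme; inhibitors block probe labeling so polarization falls and inhibition rises; many of its hits are not listed in these tables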
AHR activator – AHR activators, primary screen, cell-based, luminescence, luciferase reporter, human; Aryl hydrocarbon receptor (Homo sapiens), P35869; actives 2.5% (n = 320,000); AID 2796, 2010; activation, % at 5 µM; AHR-responsive luciferase reporter cells; in the data active = activation above about 47%;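 also: 0% = vehicle wells and 100% = reference agonist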
MEX-5 binding – MEX-5 zinc finger RNA-binding disruptors – biochemical, C. elegans, fluorescence polarization, MLPCN library, primary screen | activity score (negative = inhibition of binding), % at 10 µM | MEX-5/FITC-TCR2 RNA binding; hits give low values | actives 0.38% (n = 300,000) | Zinc finger protein mex-5 (Caenorhabditis elegans), Q9XUB2;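 active = inhibition past about -25% in most replicates, and total fluorescence under double the plate's negative control median, limit read from the data; inconclusive = replicates evenly split on the limit, or fluorescence at least double controls; inactive = too little inhibition in most replicates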;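 also: 0% = DMSO and -100% = 5 µM competing unlabeled TCR2 RNA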
MCL1 BIM primary – inhibitors of MCL1 binding to BIM-BH3, primary screen, biochemical, fluorescence polarization. GST-MCL1 / FITC-Bim-BH3 fluorescence polarization. Induced myeloid leukemia cell differentiation protein Mcl-1 (Homo sapiens), Q07820. actives 0.68% (n = 320,000). inhibition, % at 10.9 µM. AID 2057, 2009;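 active = inhibition above the mean inhibition of all tested compounds plus 3 SD, set per campaign, cut at about 40% in these data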;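 also: 0% = DMSO wells and 100% = unlabeled Bim-BH3 peptide control; higher means more loss of mP so more displacement of Bim peptide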
* = called active by the depositor; ? = inconclusive; . = no result given. Not all compounds are listed (hit frequency here may not be typical).

SMILES	GLD-1 RNA inh	PAFAH1B2 FP inh	Fam108B inh	pPAFAH inh	BCLXL inh	PME-1 inh	AHR activator	MEX-5 binding	MCL1 BIM primary
CC1(C)CC(=O)C2=C(C1)N(C1CCCCC1)C(=O)C2(O)C(F)(F)F (stereo unspecified)	-6	4	0	-2	2	0	0	-1.5	-2
CC1CN(CCCCOc2ccc(C(C)C)cc2)CC(C)O1 (stereo unspecified)	-3	10	-1	2	7	4	12	-0.4	1
CC(C)CC(OC(=O)c1cccs1)C(=O)NCC1CCCO1 (stereo unspecified)	2	3	-4	-1	4	-4	-3	0.8	2
CS/C(=N\S(=O)(=O)c1cccs1)Nc1cccc(Cl)c1C	4	4	-1	2	4	5	0	?	5
CCOC(=O)c1cccc(NC(=O)c2cc(C)nn2-c2ccccc2)c1	6	-1	3	2	4	1	1	0.4	0
CC1=C(C(N)=O)C(c2cccnc2)n2nc(-c3cccc(Cl)c3)nc2N1 (stereo unspecified)	-3	0	-1	4	-13	-4	1	-0.1	-7
COc1ccc(NC(=O)C2CCCN(c3cc(C)nc4ncnn34)C2)cc1 (stereo unspecified)	6	-2	4	4	1	8	1	0.4	4
Cc1csc(N/N=C/c2ccc(O)c([N+](=O)[O-])c2)n1	5	12	17	40*	19	-1	2	-2.7	28
Clc1ccc(-c2cc(-c3ccccn3)on2)c(Cl)c1	-3	0	-3	8	-1	-3	28	-0.8	-4
O=C(N/N=C/c1c[nH]c2ccccc12)c1sc2ccccc2c1Cl	5	6	14	25*	2	33*	50*	-1.5	6
CCOc1ccccc1C(=O)Nc1ccccc1-c1ccccc1	5	8	2	-3	3	0	16	2.8	-1
O=C(NNC(=S)Nc1ccccc1)c1cc(Br)ccc1Cl	-2	6	0	11	7	7	103*	-3.6	5
O=C1N=C(N2CCOCC2)SC1=C1CCCCC1	6	3	2	0	2	1	3	-0.5	3
Cc1ccc(C2(C)NC(=O)N(Cc3c(C)noc3C)C2=O)cc1 (stereo unspecified)	4	6	2	-2	-1	0	-1	-0.5	1
COc1cc(/C=N/NC(N)=O)cc(Br)c1OCc1ccccc1C	4	-3	3	2	3	-6	26	0.7	5
CN1CCN(Cc2cn(C)nc2-c2ccccc2F)CC1c1ccccc1 (stereo unspecified)	5	-2	-4	-3	6	-3	0	2.2	3
COc1ccc2oc(-c3ccccc3)c(C(=O)O)c2c1	4	-1	1	-3	3	3	1	-3.1	-5
CC(=O)N1N=C(C)CC1c1ccc(O)cc1 (stereo unspecified)	-7	1	4	-5	8	-4	-2	1.5	11
O=C(CCn1c(=O)sc2ccccc21)NCc1ccc2c(c1)OCO2	0	7	5	2	3	0	1	-0.3	4
CCOC(=O)c1oc2ccc(Br)cc2c1NC(=O)CN1CCN(C)CC1	-1	5	-1	4	3	2	6	.	9
Cc1sc2ncnc(SCC(=O)N3CCCC(C(F)(F)F)C3)c2c1C (stereo unspecified)	5	12	0	0	9	3	3	1.3	15
COc1ccc(S(=O)(=O)Nc2cc(C)on2)cc1	2	0	-1	2	3	0	-1	-0.3	1
COP(=O)(OC)c1nc(-c2cccc3ccccc23)oc1NCc1ccccc1	6	5	5	12	6	8	6	2.5	1
CCCc1cc(=O)[nH]c(SCC(=O)Nc2nc(-c3ccccc3)cs2)n1	0	6	-2	5	7	-1	8	-1.5	7
CN(Cc1ccccc1Cl)C(=O)C1CCC(=O)N(CCc2cccc(F)c2)C1 (stereo unspecified)	2	-2	0	3	7	8	-1	0.3	8

Later entries
SMILES	GLD-1 RNA inh	PAFAH1B2 FP inh	Fam108B inh	pPAFAH inh	BCLXL inh	PME-1 inh	AHR activator	MEX-5 binding	MCL1 BIM primary
COc1cccc(C(=O)OCC(=O)NC(C)CCc2ccccc2)c1O (stereo unspecified)	1	8	2	16	7	13	1	1.3	-4
Cc1ccc(C2=[N+]([O-])C3(CCCCC/C3=N\NC(N)=O)N(O)C2(C)C)o1 (stereo unspecified)	4	2	-1	1	-1	2	1	0.3	0
O=C(O)c1cccc(N/N=C/c2cccs2)c1	1	11	2	7	7	-2	-11	-4.2	12
O=C(COC(=O)COc1ccc(Cl)cc1Br)NCCC1=CCCCC1	4	11	.	6	2	-10	1	.	-3
COc1c(Cl)ccc(Cl)c1C(=O)OCC(=O)O	-3	12	1	3	6	2	1	-0.3	3
N#Cc1c(-c2ccccc2)nc(SCc2cccc(C(F)(F)F)c2)[nH]c1=O	3	14	-2	17	4	-5	1	-3.6	0
CCCCC(CC)C(=O)NCc1ccccc1OC (stereo unspecified)	-5	0	-5	3	5	-7	2	-0.1	3
COc1ccccc1NC(=O)c1ccc(NC(=O)C2COc3ccccc3O2)cc1 (stereo unspecified)	-2	0	-3	-1	8	-21	4	-2.4	9
Oc1c(C=Nc2ccccc2Cl)[nH]c2ccccc12	12	8	1	0	39*	0	57*	-29*	28
CSc1nc2ccc(NC(=O)CSc3nnc(N)s3)cc2s1	2	0	3	4	-1	1	12	1.3	0
COc1ccc(-c2cc(C(=O)NCc3ccco3)c3ccccc3n2)cc1	12	-3	-1	-6	-1	4	24	-2.9	-1
CCN(CC)CCN(C(=O)c1ccc(C(C)=O)cc1)c1nc2ccc(Cl)cc2s1	3	5	-1	-1	-5	0	2	1.3	-2
COc1cc(NC(=O)COC(=O)c2ccccc2F)cc(OC)c1	0	-5	0	12	4	3	0	1.4	0
Cc1ccc2c(c1)N(CC(=O)Nc1ncccc1C)C(=O)C(C(C)C)O2 (stereo unspecified)	-3	4	0	8	-4	1	2	0.7	0
Cc1cccc(OCCc2c(C)[nH]c(=S)[nH]c2=O)c1	1	2	0	4	6	3	1	2.1	4
Cc1ccc(OCC(=O)N2CCN(C(=O)Cc3ccccc3)CC2)cc1	-2	2	-1	1	-1	1	-1	1.8	4
Cc1ncc(C[n+]2csc(CCOC(=O)CC3C4CC5CC(C4)CC3C5)c2C)c(N)n1 (stereo unspecified)	-1	0	-2	-5	1	-3	2	1.4	4
CCN(CC(=O)Nc1cccc(OC)c1)C(=O)c1ccncc1	7	3	1	5	5	-1	2	-2.7	-1
Cc1cccc(C2c3[nH]c4ccccc4c3CCN2Cc2ccc(C)s2)n1 (stereo unspecified)	4	1	-1	5	6	-2	13	2.7	8
Cc1ccccc1-n1c(SCC(=O)c2c(N)n(C)c(=O)n(C)c2=O)nc2sc3c(c2c1=O)CCCC3	2	-9	-30	0	6	-15	1	3.9	7
Cc1cc(C)nc(SC2CC(=O)N(c3ccc(Br)cc3)C2=O)n1 (stereo unspecified)	-9	-2	5	4	5	0	0	1.4	1
O=C(CN1C(=O)/C(=C\c2ccc(F)cc2)Oc2ccccc21)NCc1ccco1	-1	2	1	-3	2	4	25	-0.1	3
CC(=O)Nc1ccc(NC(=O)C(C)OC(=O)C2CCCC2)cc1 (stereo unspecified)	-5	0	1	2	-19	3	3	-0.4	-11
Cc1ccc(/C=C2\SC(=S)N(CCC(=O)NNC(=O)c3ccc(O)cc3)C2=O)cc1	-9	-86	-105	-46	-11	-193	-4	-8.1	-12
COc1ccc(CCNC(=O)C2CC(=O)N(C3CCCC3)C2)cc1OC (stereo unspecified)	3	1	7	-4	3	-9	-1	1.5	2

Some entries already given, reduced to MEX-5 binding:
| Compound | MEX-5 binding |
| --- | --- |
| Cc1ccccc1-n1c(SCC(=O)c2c(N)n(C)c(=O)n(C)c2=O)nc2sc3c(c2c1=O)CCCC3 | 3.9 |
| Cc1cc(C)nc(SC2CC(=O)N(c3ccc(Br)cc3)C2=O)n1 (stereo unspecified) | 1.4 |

Other records follow:
SMILES	GLD-1 RNA inh	PAFAH1B2 FP inh	Fam108B inh	pPAFAH inh	BCLXL inh	PME-1 inh	AHR activator	MEX-5 binding	MCL1 BIM primary
Cc1ccc(CNS(=O)(=O)c2ccc(C(F)(F)F)cc2)n1C	9	.	0	0	6	3	0	-0.2	1
CC(=O)Nc1ccc(-n2c(C)nc(=O)c(-c3ccccc3)c2C)cc1	-3	-1	0	0	2	-8	-1	-2.4	1
CCN(CC)C(=O)Cn1cc(C(=O)C(=O)N(CC)C2CCCCC2)c2ccccc21	4	5	2	1	-1	-2	4	2.5	-5
CCCc1nc2ccccc2n1C(=S)SC	-4	6	-2	3	-3	10	1	2.0	-2
COc1cc(CN2CCNC(=O)C2CC(=O)NCCCN2CCOCC2)cc(OC)c1 (stereo unspecified)	9	-2	-4	4	12	-1	1	-3.9	15
Cc1ccc([N+](=O)[O-])cc1N=C(c1ccc([N+](=O)[O-])cc1)N1CCOCC1	5	7	1	0	8	10	0	-0.8	8
Cn1c(=O)cc(SCC(=O)N2CCCC2)c2cc(Cl)ccc21	7	-3	1	0	-2	8	6	0.1	1
Cc1ccccc1NC(=O)c1cc(N)ccc1N1CCCCC1	6	1	-2	7	2	-2	1	.	7
CC(C)C(NC(=O)OCc1ccccc1)C(=O)OCC(=O)N1C(C)CCCC1C (stereo unspecified)	-3	2	-1	-2	-2	-11	2	2.1	8
CC(C)(C)c1ccc(C(=O)NCC(=O)N2CCNC(=O)C2)cc1	1	8	4	0	2	2	3	0.4	0
C=CCN1C(c2ccccc2)=CS/C1=C(\C#N)c1nnc2n1CCCCC2	-2	10	-1	12	6	4	-1	-1.0	10
Cc1ccc(NC(=O)CSc2ccc(-c3ccccn3)nn2)cc1	1	1	-2	4	7	-8	6	1.0	0
CCOC(=O)/C(C#N)=C/c1ccc(OC(=O)c2ccco2)c(OCC)c1	3	-4	8	4	2	2	-1	.	11
CCCC[n+]1ccn(-c2nc3ccccc3nc2[N-]S(=O)(=O)c2ccc(C)cc2)c1	4	1	2	-1	5	-3	2	3.4	2
COc1ccc(CN2C(=O)c3cccnc3C2=O)cc1S(=O)(=O)NCc1ccccc1	-1	-6	3	4	-1	1	2	-1.2	-2
CC1CCc2c(sc(NC(=O)c3cccn3C)c2C(N)=O)C1 (stereo unspecified)	-5	-5	.	29*	.	.	31	.	.
O=S(=O)(c1ccc(F)cc1)n1ccc(-c2cccc(OCc3c(F)cccc3Cl)c2)n1	2	1	-8	1	3	-4	2	0.3	10
O=C(CSc1ccccc1[N+](=O)[O-])NC1CCS(=O)(=O)C1 (stereo unspecified)	3	-1	-1	-2	3	2	2	-2.2	-3
COc1cc(C(=O)OCC(=O)NCCCc2ccccc2)ccc1OCC(C)C	0	-1	-7	18	4	1	-2	1.2	-6
CC1(C)C(C=C(Cl)Cl)C1C(=O)N/N=C/c1ccccc1F (stereo unspecified)	1	1	-3	4	-1	-5	-2	-6.2	2
Cn1cc(Cl)c(C(=O)N2CCN(c3ncccn3)CC2)n1	2	1	1	-3	0	-3	1	1.8	3

Assay outcomes as filed in PubChem.
